# Screens: PubChem BioAssay, NMMLSC
# Bim-Bcl-W = inhibitors of Bim-Bcl-W interaction, human; bead-based flow cytometry, Bim peptide-Bcl-W binding; inhibition, % at 10 µM; Q92843; 0.02% of 190,000 active; AID 952;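 note: 0% = bound tracer without compound and 100% = peptide blocker; higher means less fluorescent Bim peptide bound to Bcl-W beads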
# Target sequence (Q92843 whole entry, looked up): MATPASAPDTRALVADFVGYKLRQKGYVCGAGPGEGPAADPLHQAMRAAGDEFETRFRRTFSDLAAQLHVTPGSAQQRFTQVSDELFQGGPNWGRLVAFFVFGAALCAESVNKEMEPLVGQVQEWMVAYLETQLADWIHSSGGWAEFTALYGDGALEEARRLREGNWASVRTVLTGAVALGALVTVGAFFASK
# Bfl-1 Bim block = human Bim-Bfl-1 interaction inhibition; AID 1008; Bead-based flow cytometry, Bim-Bfl-1 binding inhibition; 0.12% of 190,000 active; inhibition, % at 10 µM; Q16548;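 note: 0% = wells without compound plus tracer and 100% = blocker peptide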
# Bcl-2 Bim block = disrupts Bim peptide binding to human Bcl-2. inhibition, % at 10 µM. Bead-based flow cytometry, Bim peptide-Bcl-2 binding. P10415. 0.06% of 190,000 active; in the data active = inhibition above about 40%;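 note: 0% = no compound wells with probe peptide and 100% = reference peptide inhibitor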
# Target sequence (P10415 whole entry, looked up): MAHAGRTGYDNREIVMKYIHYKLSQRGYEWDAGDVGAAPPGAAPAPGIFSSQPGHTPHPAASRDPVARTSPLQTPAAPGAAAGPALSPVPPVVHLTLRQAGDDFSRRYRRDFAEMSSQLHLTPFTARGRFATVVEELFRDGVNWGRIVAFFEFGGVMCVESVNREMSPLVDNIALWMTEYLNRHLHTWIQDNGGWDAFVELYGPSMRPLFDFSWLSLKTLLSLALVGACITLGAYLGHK
# Rab2A wt mod = changes GTP binding to wildtype dog Rab2A, up or down; P61105; GST-Rab2 wt beads, Bodipy-GTP binding, flow cytometry; GTP binding activity, % at 10 µM; 0.19% of 190,000 active;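 active = GTP binding activity at least 20 points away from 100%, either lowered or raised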;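 note: 0% = beads with excess unlabeled GTP and 100% = no-compound control corrected for plate trend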
# Rab7 wt modul = alters GTP binding to wildtype dog Rab7 | GTP binding activity (percent of control), % at 10 µM | 0.055% of 190,000 active | GST-Rab7 beads, fluorescent GTP binding, flow cytometry; actives lie on both sides; untreated = 100%, excess cold GTP = 0%;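 active = fluorescent GTP binding to Rab7 beads changed by at least 20 points from the 100% baseline, either direction, mostly lower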;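 note: median green fluorescence of bound Bodipy-FL-GTP per Rab7 bead population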
# Rac1 act GTP bind = human Rac1 activated mutant GTP binding change. P63000. GST-Rac1 activated beads, fluorescent GTP binding, flow cytometry; actives lie on both sides; 100% means binding = to untreated wells. percent activity (GTP binding), % at 10 µM. 0.11% of 190,000 active. AID 764;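 active = GTP binding at least 20 percentage points away from the 100% baseline, in either direction, so actives lie on both sides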
# Rac1 wt GTP bind = alters GTP binding to wildtype human Rac1 | P63000 | 0.27% of 190,000 active | GST-Rac1 beads, fluorescent GTP binding, flow cytometry; actives lie on both sides; 0 = cold GTP competed, 100 = untreated | GTP binding activity (% of control), % at 10 µM;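 active = GTP binding activity at least 20 points away from the 100% control level, either lower or higher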
# HRas wt GTP = modulators of GTP binding to human HRas wildtype; P01112; GST-Ras wt beads, Bodipy-FL-GTP binding, flow cytometry; actives lie on both sides; GTP binding activity, % at 10 µM; 0.14% of 190,000 active;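 active = GTP binding activity at least 20% away from the 100% baseline, either lowered as inhibitor or raised as activator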;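 note: 0% = unlabeled GTP competition control and 100% = no-compound control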
# Target sequence (P01112 whole entry, looked up): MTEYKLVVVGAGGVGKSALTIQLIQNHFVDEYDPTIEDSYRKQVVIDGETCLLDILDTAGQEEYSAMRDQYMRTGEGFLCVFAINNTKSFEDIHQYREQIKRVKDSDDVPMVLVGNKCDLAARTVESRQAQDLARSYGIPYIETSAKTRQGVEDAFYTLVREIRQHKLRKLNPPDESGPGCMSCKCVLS
# Bim-Bcl-B = inhibitors of Bim-Bcl-B interaction, human | AID 951 | Q9HD36 | inhibition, % at 10 µM | 0.073% of 190,000 active | bead-based flow cytometry, Bim peptide-Bcl-B binding;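 note: 0% = tracer peptide without compound and 100% = reference inhibitor peptide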
# Target sequence (Q9HD36 whole entry, looked up): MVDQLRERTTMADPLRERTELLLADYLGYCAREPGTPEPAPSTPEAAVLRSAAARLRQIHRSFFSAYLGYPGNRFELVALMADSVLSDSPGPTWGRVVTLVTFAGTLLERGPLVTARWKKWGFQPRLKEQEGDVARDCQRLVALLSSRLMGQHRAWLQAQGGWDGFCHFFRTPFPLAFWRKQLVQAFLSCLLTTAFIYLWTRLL
# Bim-Bcl-XL = inhibitors of Bim-Bcl-XL interaction, human. Bim peptide-Bcl-XL binding, bead flow cytometry, fluorescence. inhibition, % at 10 µM. 0.04% of 190,000 active. Q07817. AID 1007
# Cdc42 wt GTP = changes GTP binding to wildtype human Cdc42; GST-Cdc42 beads, Bodipy-GTP binding, flow cytometry; actives lie on both sides; 0.2% of 190,000 active; percent activity (GTP binding), % at 10 µM; P60953;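 active = percent activity GTP binding at least 20 points away from the 100% baseline, either down as inhibitor or up as activator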;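 note: median bead fluorescence of bound Bodipy-FL-GTP at 100 nM; 0% = excess unlabeled GTP control and 100% = no compound control; below 100% means less GTP binding so inhibitor and above means activator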
# Target sequence (P60953 whole entry, looked up): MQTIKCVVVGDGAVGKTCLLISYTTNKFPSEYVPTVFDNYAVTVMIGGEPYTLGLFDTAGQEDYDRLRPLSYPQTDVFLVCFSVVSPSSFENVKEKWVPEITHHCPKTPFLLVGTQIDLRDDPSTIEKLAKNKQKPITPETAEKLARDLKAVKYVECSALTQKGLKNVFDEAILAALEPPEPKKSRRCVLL
# * = called active by the depositor. Cut-off read from the data, not from the text of the source, unless noted: active = inhibition above about 40%.
SMILES,Bim-Bcl-W,Bfl-1 Bim block,Bcl-2 Bim block,Rab2A wt mod,Rab7 wt modul,Rac1 act GTP bind,Rac1 wt GTP bind,HRas wt GTP,Bim-Bcl-B,Bim-Bcl-XL,Cdc42 wt GTP
O=C(NCc1ccco1)c1cc2sccc2n1Cc1ccc(F)cc1,0,1,-2,104,98,103,105,105,0,1,106
CC1CCC(=NNC(=O)Cc2ccccc2)CC1 (stereo not given),3,0,-2,101,102,98,100,102,0,3,100
Cn1cc(SCC(=O)Nc2nc3ccccc3s2)c2ccccc21,-6,-15,-13,96,96,95,99,96,-8,-9,96
NS(=O)(=O)c1ccc(NC(=S)N2CCN(c3ccccc3)CC2)cc1,4,6,-2,99,99,99,100,98,-21,0,98
COC(=O)CC1=C(C(=O)OC)C(c2cccc(OCC(N)=O)c2)C(C#N)=C(N)O1 (stereo not given),-1,-9,-9,106,105,102,110,104,-7,-4,106
O=C(CSc1nnc2ccccn12)c1ccc2c(c1)OCCO2,0,-9,-7,98,100,99,101,98,-3,0,97
Cc1ccc(C2=CSC3=NNC4(CCCCC4)NN23)cc1,-15,2,-1,91,99,92,95,95,-5,-19,91
CC(C)C(NS(=O)(=O)c1cccc2nsnc12)C(=O)N1CCn2c1nc1ccccc12 (stereo not given),-1,-12,-9,97,95,96,104,97,-9,-7,99
Cc1ccc(NC(=O)N2CCC(c3nc4c(nnn4Cc4cccc(Cl)c4)c(=O)[nH]3)CC2)cc1,1,-8,-12,90,89,91,90,93,-9,-3,91
COc1cc(/C=C(/C#N)c2nc3ccccc3[nH]2)ccc1OCc1ccc(C(=O)O)o1,12,4,7,77*,94,87,85,78*,15,10,78*
COc1ccccc1/C=C/C=N/N1CCN(Cc2ccccc2)CC1,1,-2,1,95,97,95,101,95,-2,0,97
O=C(NCc1cn2ccccc2n1)c1ccco1,3,-2,-1,103,101,102,110,102,0,-1,107
CCN1C(=O)C(CC(=O)Nc2c(C)cccc2C)Nc2cc(S(=O)(=O)N(C)C)ccc21 (stereo not given),2,6,0,96,99,96,99,97,3,-2,97
COC(=O)c1cccc(NC(=O)c2ccc(S(=O)(=O)N3CCN(C)CC3)cc2)c1,0,-2,0,95,95,96,97,95,-3,0,95
CCOC(=O)C1(CCCc2ccccc2)CCN(C(=O)CN2C(=O)CSC2=O)CC1,-3,-7,-4,96,97,95,97,97,-6,-4,95
Cc1ccn(-c2n[nH]c(C)c2[N+](=O)[O-])n1,1,-2,0,102,107,95,106,98,-1,0,100
COc1ccc(C(CNC(=O)c2oc3ccc(Br)cc3c2C)N2CCCCC2)cc1 (stereo not given),1,-6,-1,98,97,95,100,94,-3,-1,102
Cc1noc(C)c1COC(=O)COc1ccc(C#N)cc1,-1,-4,-5,100,108,96,101,98,-3,-3,98
COc1ccc(CCNC(=O)c2ccncc2)cc1OC,1,2,0,100,98,102,109,100,2,3,100
CCc1nnc(NC(=O)C2COc3ccccc3O2)s1 (stereo not given),2,-13,-2,98,99,97,100,100,-6,-2,100
O=C(NC(=O)c1cccc(Cl)c1)OC[C@@H]1CCCN2CCCCC12 (stereo not given in full),1,-7,0,100,100,99,106,100,0,-3,103
CCC1CCCCN1S(=O)(=O)c1ccc(S(=O)(=O)N(Cc2ccccn2)CC2CCCO2)cc1 (stereo not given),0,2,4,98,103,97,104,99,0,2,96
Cc1cccc(NC(=S)NNC(=O)c2ccccc2OC(F)F)c1,0,-1,0,97,92,94,96,95,-6,-2,95
FC(F)(F)c1cccc(-c2nnc(-c3ccccc3)c(N3CCOCC3)n2)c1,0,-6,-2,95,99,95,97,96,-8,-3,94
Cc1ccccc1OCCCn1c(CO)nc2ccccc21,-4,-7,-1,96,102,95,95,97,-6,-2,94
O=C(Nc1ccc(S(=O)(=O)C(F)F)cc1)c1cccc(S(=O)(=O)N2CCOCC2)c1,6,-9,-4,102,105,101,107,102,-1,0,103
COc1ccc(Cn2c(SCc3ccccc3C)nc3cc(OC)c(OC)cc3c2=N)cc1,0,1,2,93,96,100,102,97,-3,1,98
CN1c2ccccc2N(C)C1(C)c1cccc2ccccc12,0,0,2,101,98,104,105,102,-4,-3,106
C=CCNC(=O)Cc1c(OC)ccc2cc(Br)ccc12,-3,-3,-4,102,106,96,97,98,-3,-2,100
CCOC(=O)c1cnc(-n2nc(C)cc2C)nc1NC1CCCCC1,-8,-6,-11,100,102,98,105,102,-10,-11,101
C=CCc1cccc(/C=N/NC(=O)c2ccccc2Br)c1O,-9,0,-4,97,104,91,93,96,-1,-3,91
O=C(N/N=C/c1ccc(O)cc1)c1csc2ccccc12,-3,-5,-9,99,97,98,99,97,-8,-10,102
O=C(/C=C\Nc1cccc(F)c1)c1cccs1,0,-16,-13,95,97,92,93,99,-11,2,96
CN(C1CCCCC1)S(=O)(=O)c1ccc(NC(=O)C2CCCCC2C(=O)O)cc1 (stereo not given),0,-14,-6,101,99,100,105,100,-6,-6,104
Cc1cc(NC(=O)Cn2nc(C(F)(F)F)c3c2CCC3)no1,-2,-14,-8,97,97,98,100,97,-8,-6,100
COc1ccccc1NC(=O)c1sc(NC(=O)c2ccco2)c(C#N)c1C,0,-15,3,100,99,96,102,100,-9,-4,98
Cc1ccc(/C=N/NC(=O)c2cccs2)s1,1,1,1,97,97,104,99,98,1,-5,101
CCOC(=O)c1sc2nc(CSCC(=O)OCc3ccc(C(=O)OC)o3)[nH]c(=O)c2c1C,2,-7,-1,99,98,100,106,103,-4,0,103
Cc1onc(-c2ccccc2Cl)c1C(=O)Nc1ccc(-n2nncc2-c2ccco2)cc1,2,1,-1,101,100,99,104,100,0,-1,100
COc1ccccc1-c1ccc(Nc2cccc(C(C)=O)c2)nn1,7,-13,-2,97,94,96,96,97,-4,-21,96
COc1ccc(NC(=S)N2CCCC2)cc1OC,-3,-5,-2,106,113,96,103,100,-3,-8,100
Cc1ccc(Cc2ccc(C(=O)NNC(N)=S)o2)cc1,-4,-5,-6,114,107,110,112,109,-22,-6,116
NS(=O)(=O)c1ccc(NC(=S)NCc2ccco2)cc1,0,23,-4,100,107,99,101,99,-41,-14,99
CCC(OC(=O)c1cccs1)C(=O)NC1CCCCC1 (stereo not given),-2,-1,0,96,100,95,95,99,0,0,96
CN1C(=O)CC(N2CCN(c3ncccn3)CC2)C1=O (stereo not given),-1,0,-2,102,100,101,104,103,1,-3,105
COc1cc(OC)cc(-c2nc(N)n[nH]2)c1,-3,-1,-6,100,101,99,100,99,1,1,99
COc1ccc2cc(CO)c(Cl)nc2c1,0,-5,-1,97,95,93,95,96,0,1,92
COc1ccc(NC(=O)C(CC(=O)O)C(C)c2ccccc2)cc1 (stereo not given),4,-2,-2,95,98,96,102,98,0,3,98
CC(=O)Nc1nnc(Cc2c[nH]c3ccccc23)s1,-4,-4,-4,97,95,95,95,94,-2,-4,95
COc1cc(CN2CCCC(CO)(Cc3cccc(Cl)c3)C2)cc2c1OCO2 (stereo not given),-2,-3,-4,100,106,97,100,100,-8,-8,98
Cc1cnc(CNC(=O)c2ccc(OC3CCN(C(=O)C4CC4)CC3)cc2)cn1,0,-6,-11,98,102,99,102,102,-4,1,97
N#Cc1cc(S(=O)(=O)c2ccc(F)cc2)c(N)[nH]c1=O,3,-2,-3,95,91,97,94,95,0,-2,92
COc1ccc(-c2ccc(SCC(=O)N3CCOCC3)nn2)cc1OC,3,-10,-5,100,101,100,105,101,-5,-12,103
CCOc1ccc(NC(=O)CN(C)CC(=O)Nc2cccc(Cl)c2C)cc1OCC,0,0,-1,105,103,101,106,106,0,-6,106
CCCOCC(O)COc1ccccc1C(=O)N1CCOCC1 (stereo not given),-3,-1,-1,100,99,101,105,102,0,-1,103
O=C(OCn1nnc2ccccc2c1=O)c1cc(-c2ccccc2Cl)nc2ccccc12,-4,0,0,97,100,98,100,97,-4,-6,100
COC(=O)c1cc(COC(=O)c2ccc(OC)c(S(=O)(=O)N3CCCC3)c2)oc1C,-3,-12,-9,98,96,97,101,98,-11,0,98
CCc1ccc(-c2ccc(SCC(=O)Nc3nnc(C)s3)nn2)cc1,-2,0,-3,99,97,94,102,98,-1,-3,99
Clc1cc(Cl)c2nc(N3CCOCC3)sc2c1,-1,-2,-2,101,98,98,103,101,-3,-6,104
Cc1cccc(-c2cc3nc(C)cc(NCCCN(C)C)n3n2)c1,-2,-4,-1,102,105,101,103,103,1,-3,101

# Whole records from above:
# Results for `COc1ccc(-c2ccc(SCC(=O)N3CCOCC3)nn2)cc1OC` : Bim-Bcl-W: 3; Bfl-1 Bim block: -10; Bcl-2 Bim block: -5; Rab2A wt mod: 100; Rab7 wt modul: 101; Rac1 act GTP bind: 100; Rac1 wt GTP bind: 105; HRas wt GTP: 101; Bim-Bcl-B: -5; Bim-Bcl-XL: -12; Cdc42 wt GTP: 103
# Results for `Cc1ccc(C2=CSC3=NNC4(CCCCC4)NN23)cc1` : Bim-Bcl-W: -15; Bfl-1 Bim block: 2; Bcl-2 Bim block: -1; Rab2A wt mod: 91; Rab7 wt modul: 99; Rac1 act GTP bind: 92; Rac1 wt GTP bind: 95; HRas wt GTP: 95; Bim-Bcl-B: -5; Bim-Bcl-XL: -19; Cdc42 wt GTP: 91
# Results for `CCCOCC(O)COc1ccccc1C(=O)N1CCOCC1` (stereo not given) : Bim-Bcl-W: -3; Bfl-1 Bim block: -1; Bcl-2 Bim block: -1; Rab2A wt mod: 100; Rab7 wt modul: 99; Rac1 act GTP bind: 101; Rac1 wt GTP bind: 105; HRas wt GTP: 102; Bim-Bcl-B: 0; Bim-Bcl-XL: -1; Cdc42 wt GTP: 103

# New compounds follow.
SMILES,Bim-Bcl-W,Bfl-1 Bim block,Bcl-2 Bim block,Rab2A wt mod,Rab7 wt modul,Rac1 act GTP bind,Rac1 wt GTP bind,HRas wt GTP,Bim-Bcl-B,Bim-Bcl-XL,Cdc42 wt GTP
Cc1nn2c(-c3ccccn3)ccnc2c1Cl,0,0,2,97,101,95,94,97,3,0,95
CCC(C(=O)Nc1ccc(OC)c(Cl)c1)c1ccccc1 (stereo not given),0,12,5,100,102,100,105,102,2,2,103
CC(=O)c1ccc(NC(=O)COC(=O)c2c3c(nc4ccccc24)/C(=C\c2cccs2)CCC3)cc1,-2,-1,-1,102,99,103,107,103,-6,-2,107
Cc1ccc(C(=O)O/N=C\c2ccc(N3CCCCC3)c([N+](=O)[O-])c2)cc1,-1,-1,1,96,94,96,100,95,-1,-5,96
O=C(COC(=O)CCCNC(=O)c1ccc(Cl)cc1)Nc1cc(Cl)ccc1Cl,-14,-3,-10,97,95,98,100,99,-13,-16,98
Cc1ccccc1Nc1nc(-c2sc(NC(=O)c3ccco3)nc2C)cs1,5,1,-3,95,93,91,93,94,3,6,96
COCc1cc(C)nc(SCC(=O)Nc2ccc3c(c2)OCO3)c1C#N,1,-7,-4,100,97,100,103,99,-6,-7,101
Cc1ccsc1C(=O)OCC(=O)NCc1ccco1,0,-7,-4,96,95,96,97,97,-4,-3,98
COc1cc2c(cc1OC)-c1cc(NC3CCCC3)nc(=O)n1CC2,10,-9,0,96,99,98,92,94,3,7,95
CC(=O)NCC(=O)N(Cc1ccco1)C1(C(=O)NC2CCCCC2)CCCCC1,1,-2,-1,100,100,100,101,100,2,1,102
COCc1n[nH]c(=S)n1-c1cccc2ccccc12,-4,-14,-10,99,96,99,101,97,-15,-10,98
CCCCC(=O)Nc1nnc(C)s1,-3,-3,-4,96,99,96,99,99,-5,-6,101
COc1ccc(CCNS(=O)(=O)c2cn(C)c(=O)n(C)c2=O)cc1OC,0,-8,-4,103,105,99,106,104,-5,-3,105
